KB-3-1 cytotox = kills parental KB-3-1 adenocarcinoma cells | KB-3-1 viability, CellTiter-Glo ATP luminescence, 72 h | Potency, µM (titrated, usually from 46.1 µM), without a hit: at the highest dose activity change, negative = cytotoxic, hits mostly cytotoxic | actives 1.4% (n = 400,000); also: potency is read from the fitted curve at half-maximal effect; % is scaled to controls: 0 for no effect and ±100 for the full control effect; nearly all actives have a fitted effect of over 60% in size
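KB-3-1 parental drug-naive adenocarcinoma cells in DMEM/10% FBS, incubated 72 h at 37 C with pin-transferred compounds across a concentration series. Viability by CellTiter-Glo luminescence; concentration-response curves fitted after normalization.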
HT1080NT lethal = kills 2HG-producing HT-1080-NT fibrosarcoma cells; HT-1080-NT fibrosarcoma viability, CellTiter-Glo ATP luminescence, 48 h; actives 1.6% (n = 360,000); AID 686970; Potency, µM (highest dose often 46.1 µM), inactives show at the top dose activity, negative = less viability, actives largely listed as cytotoxic;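 also: NT is the 2HG producing partner of a matched IDH1 knockdown line; potency is read from the fitted curve at half-maximal effect; 0% = DMSO-treated cells and -100% = media-only wells without cells; nearly all actives have a fitted effect of over 55% in size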
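Fibrosarcoma NT cells, 750 per well in 5% FBS RPMI, were exposed to compound for 48 hours. Viability: CellTiter-Glo luminescence.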
ATXN2 expr inh = reduces ATXN2 reporter expression in HEK-293 cells. actives 0.72% (n = 360,000). Potency, µM (doses to about 57 µM), for the others: top-dose activity change, negative = inhibition, actives largely listed as inhibitors. HEK-293 ATXN2-luciferase reporter, luminescence, 24 h; also: potency is read from the fitted curve at half-maximal effect; % is scaled to controls: 0 for no effect and ±100 for the full control effect; nearly all actives have a fitted effect of over 55% in size
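ATXN2-luciferase reporter cells (luciferase flanked by upstream and downstream ATXN2 gene portions) were treated 24 h at 37 °C with compounds at up to 57 uM. SteadyGlo luminescence gave expression; GF-AFC fluorescence gave viability.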
ATXN viability = cell viability loss in ATXN counter-screen; S2 cells (HEK-293 line with an ATXN2-luciferase reporter) viability, CellTiter-Fluor protease fluorescence, 24 h; Potency, µM (highest dose often 56.7 µM), most hits filed as cytotoxic; actives 0.49% (n = 400,000); AID 651635; also: potency is read from the fitted curve at half-maximal effect; nearly all actives have a fitted effect of over 40% in size
MCF10A rereplic = induces DNA re-replication in MCF 10a normal breast cells. MCF 10A DNA re-replication, Hoechst nuclear intensity, 48 h. Potency, µM (highest dose often 46.1 µM), for the others: at the top dose activity, positive = re-replication, usual class: activators. actives 2.9% (n = 350,000). AID 624296; also: potency is read from the fitted curve at half-maximal effect; % of control where 0% means no effect; nearly all actives have a fitted effect of over 50% in size
IL-1B inflam inh = inflammasome signaling inhibition, IL-1 beta readout; activity change, % at 57.5 µM; actives 4.7% (n = 360,000); THP-1 LPS/ATP IL-1B secretion, AlphaLISA, 16 h; hits give low values; in the data active = activity change below about -50%; inconclusive = mostly about -30% to -49%; also: % is scaled to controls: 0 for no effect and ±100 for the full control effect
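Secreted IL-1B measured by AlphaLISA bead assay after 16 h compound exposure of THP-1 cells; compounds (final up to 57.5 uM) added 1 h before LPS (250 ng/mL) and ATP (1.25 mM) stimulation; lower signal means less secretion.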
SW480 rerep = induces DNA re-replication in SW480 colon adenocarcinoma cells | SW480 DNA re-replication, Hoechst DNA content imaging, 48 h | Potency, µM (highest dose often 46.1 µM), inactives show at the highest dose re-replication activation, hits mostly activators | actives 1.8% (n = 340,000); also: potency is read from the fitted curve at half-maximal effect; % of control where 0% means no effect; nearly all actives have a fitted effect of over 55% in size
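Cells (250 per well) received 23 nL compound or DMSO by pin tool and were kept 48 hr at 37 C, 5% CO2. Nuclei were then stained with Hoechst for 40 min and scanned for DNA content.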
HT1080 IDH1KD tx = toxicity to HT-1080 IDH1 knockdown cells (counter line); HT-1080 IDH1 knockdown viability, ATP luminescence, 48 h; Potency, µM (doses to about 46.1 µM), for inactives: top-dose activity, negative = toxicity, usual class: cytotoxic; actives 2% (n = 360,000); AID 686971;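 also: potency is read from the fitted curve at half-maximal effect; 0% = DMSO wells and -100% = cell-free medium wells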
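Luminescent ATP read-out (CellTiter-Glo, 10 min at room temperature) after 48 h compound exposure at 37 °C gave viability of IDH1-knockdown HT-1080 cells. Activity was normalised to DMSO and cell-free wells, then fitted as concentration-response curves.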
KB-V1 cytotox = KB-V1 MDR subline cytotoxicity | KB-V1 MDR cells viability, CellTiter-Glo, 72 h | Potency, µM (highest dose often 46.1 µM), for inactives: at the top dose activity change, negative = cytotoxicity, usual class: cytotoxic | actives 3.4% (n = 400,000) | AID 1347076; also: potency is read from the fitted curve at half-maximal effect; % is scaled to controls: 0 for no effect and ±100 for the full control effect; nearly all actives have a fitted effect of over 60% in size
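Compound-treated KB-V1 multidrug-resistant cells, 72 h, 37 degrees C; viability by CellTiter-Glo. Fitted qHTS curves give the values.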
An asterisk follows results filed as active; i = inactive; ? = inconclusive; . = not tested or not shown; [ ] = remark or other dose. Unless noted, calls follow the shape of the dose curve; as a rule, active = well fitted curve in the direction sought with a large enough effect; inconclusive = small, poorly fitted or top-dose-only effect, or another doubt; inactive = no such curve, though single readings can be large; an effect the other way counts as inactive or inconclusive. Compounds were not picked by outcome; any-hit rate near 11%.

SMILES | KB-3-1 cytotox | HT1080NT lethal | ATXN2 expr inh | ATXN viability | MCF10A rereplic | IL-1B inflam inh | SW480 rerep | HT1080 IDH1KD tx | KB-V1 cytotox
CC(C)C(NS(=O)(=O)c1ccccc1)C(=O)N1CCCC1 (stereo unspecified) | 13% | 7% | -6% | i | 5% | 16 | ? | 15% | ?
CCOC(=O)CN1C(=O)CN(c2ccc(C)c(C)c2)C1=O | 6% | 22% | 42%[activator] | i | 0% | 19 | -1% | 9% | 19%
CCC(C)C(=O)Nc1nc(C)c(-c2csc(Nc3ccc(Cl)cc3)n2)s1 (stereo unspecified) | 6.5µM* | -2% | -37% | i | ? | -1 | 9% | -9% | -15%
COc1ccc(N(CC(=O)NCCC2=CCCCC2)S(=O)(=O)c2ccccc2F)cc1 | -4% | -5% | 0% | i | 11% | ? | -8% | -17% | -25%
COc1ccc(C2C3=C(CC(C)(C)CC3=O)OC(N)=C2[N+](=O)[O-])cc1 (stereo unspecified) | -8% | -1% | . | i | 5% | -14 | 1% | -4% | -25%
Cc1c(-n2cc(C(=O)c3cc(Br)ccc3O)cc(C#N)c2=O)c(=O)n(-c2ccccc2)n1C | 10% | -8% | -5% | i | 5% | 28 | -2% | -4% | -25%
O=C(COC(=O)CNC(=O)c1ccccc1Cl)NC1CC1 | 11% | 3% | 10% | i | -1% | 11 | -5% | 2% | ?
O=C(Nc1ccc(OCc2cc(=O)n3c4c(sc3n2)CCCC4)cc1)c1ccccc1 | -28% | . | 7% | i | . | . | . | . | 1%
CN(C)c1cc(NC(=O)CN2CCOCC2)c2ccccc2n1 | -20% | 6% | -5% | i | -2% | -7 | -3% | 1% | -22%
CCn1c(COc2cc(C)cc(C)c2)nnc1SCC(=O)N1CCN(c2ccccc2)CC1 | -1% | -4%[9.24 µM] | ? | i | 10% | -16 | 2% | 10% | 0%

Looked up by compound from the list above:
SMILES | KB-3-1 cytotox | HT1080NT lethal | ATXN2 expr inh | ATXN viability | MCF10A rereplic | IL-1B inflam inh | SW480 rerep | HT1080 IDH1KD tx | KB-V1 cytotox
CC(C)C(NS(=O)(=O)c1ccccc1)C(=O)N1CCCC1 (stereo unspecified) | 13% | 7% | -6% | i | 5% | 16 | ? | 15% | ?
CCOC(=O)CN1C(=O)CN(c2ccc(C)c(C)c2)C1=O | 6% | 22% | 42%[activator] | i | 0% | 19 | -1% | 9% | 19%
COc1ccc(N(CC(=O)NCCC2=CCCCC2)S(=O)(=O)c2ccccc2F)cc1 | -4% | -5% | 0% | i | 11% | ? | -8% | -17% | -25%

Following part.
SMILES | KB-3-1 cytotox | HT1080NT lethal | ATXN2 expr inh | ATXN viability | MCF10A rereplic | IL-1B inflam inh | SW480 rerep | HT1080 IDH1KD tx | KB-V1 cytotox
COc1ccc(-c2nc(-c3cccc([N+](=O)[O-])c3O)cc(=O)o2)cc1OC | 2% | 5% | -5% | i | -4% | 0 | . | 3% | -1%
CN1CCN(CC(=O)Nc2ccc(Cl)cc2Cl)CC1 | 4% | -7% | 4% | i | 13% | -8 | 1% | -1% | -20%
CC(C)Cn1c(N)c(C(=O)COC(=O)C2CCCCC2)c(=O)n(C)c1=O | -14% | -11% | -6% | ? | -1% | 60 | 0% | -13% | 0%
CN(C)S(=O)(=O)c1ccc(C(=O)Nc2ccccc2C(=O)O)cc1 | -2% | 0% | 11% | i | 17% | 1 | -6% | -3% | -24%
CCOc1ccccc1NC(=O)CSc1nc2cc(O)ccc2c(=O)n1-c1ccc(OC)c(OC)c1 | ? | ? | -27% | ? | ? | 34 | ? | ? | -6%
CCOc1ccccc1CN1CCN(C/C=C/c2ccc(OC)cc2)CC1CCO (stereo unspecified) | -13% | -23% | -12% | i | -1% | ? | ? | ? | -2%
CCOC(=O)c1cn(CC(=O)Nc2cccc(Cl)c2)nn1 | 30% | -5% | -5% | i | 30% | 6 | 3% | -3% | ?
CC(=O)c1ccccc1OCC(O)CN1CCN(CCN2C(=O)c3cccc4cccc(c34)C2=O)CC1 (stereo unspecified) | 10% | ? | ? | i | ? | ? | ? | ? | -25%
FC(F)Oc1ccc(NC(=S)NC23CC4CC(CC(C4)C2)C3)cc1 | 23µM* | ? | -4% | i | 7% | ? | 27% | ? | 16µM*
Cc1ccc(N2CC(C(=O)NCCS(=O)(=O)N3CCN(c4ccccc4)CC3)CC2=O)cc1 (stereo unspecified) | 10% | ? | -5% | i | 16% | 0 | 1% | 7% | -5%
OC1(Cc2ccn[nH]2)CCCCC1 | -11% | 0% | 2% | i | -2% | -12 | -4% | -4% | 0%
O=C(Nc1ccc(Cl)cc1F)C1CCCN(C2=NS(=O)(=O)c3ccccc32)C1 (stereo unspecified) | 4% | -4% | -7% | i | 7% | -9 | 9% | -1% | 15%
CCC1CN(C(=O)NCc2ccc(C)cc2)c2cc(Cl)ccc2O1 (stereo unspecified) | -16% | -6% | 6% | i | 6% | -26 | 5% | 0% | ?
O=C(Cn1c(CO)nc2ccccc21)Nc1ccc2c(c1)OCCCO2 | -12% | 0%[9.24 µM] | -13% | i | 1% | 14 | -9% | 3% | -4%
CC(C)OC(=O)Nc1ccc2c(c1)N(C(=O)CCN(C)C)c1ccccc1CC2 | 0% | 2% | -4% | i | -2% | -13 | ? | 8% | 0%
CCn1c(SCC(=O)N2CCCC2)nc2c(c1=O)SC(C)C2 (stereo unspecified) | 0% | 8% | -18% | ? | 1% | 6 | -6% | 3% | 1%
Cc1cc2ccccc2n2c(SCC(=O)N3CCOCC3)nnc12 | 13% | 15% | 6% | i | -2% | 0 | -7% | -6% | -2%
COc1ccc(NC(=O)c2cccc(-n3cnnn3)c2)cc1 | 23% | -1% | -4% | i | -2% | -11 | -3% | 12% | -26%
N#CCn1c(Cc2ccccc2)nc2ccccc2c1=O | 6% | 2% | . | i | 0% | -5 | -7% | 10% | 2%
COC(=O)c1cccc(N(CC(=O)NC2CCCC2)C(=O)CNC(=O)c2cccs2)c1 | 17% | 14% | 2% | ? | -4% | 9 | -1% | 6% | 16%
CC/C(=C\c1ccc(N(C)C)cc1)c1ccncc1 | 21µM* | ? | 3% | i | ? | -64* | ? | ? | 10µM*
COc1ccc(S(=O)(=O)N(C)C[C@H]2OCc3cnnn3CCCC(=O)N([C@@H](C)CO)C[C@H]2C)cc1 | -6% | -7% | 21% | i | . | -17 | . | -6% | -11%
Cc1cn(CC(=O)NCc2ccccn2)c(=O)[nH]c1=O | 0% | 6% | 9% | i | -8% | 21 | -3% | 7% | 0%
Cc1cccc(NC(=O)CCCCC(=O)Nc2cccc(C)c2)c1 | 9% | 3% | 4% | i | 7% | 9 | -3% | 0% | -29%
CCN(CC)C(=O)CSc1nc(O)c(Cc2ccccc2)c(=O)n1-c1ccccc1C | 0% | 4% | 7% | i | -3% | 28 | -5% | 11% | 9%
CCOC(=O)C1=C(C)NC(C)=C(C(=O)OCC)C1c1cn(-c2ccccc2)nc1-c1ccco1 | -3% | ? | -16% | i | 23% | -18 | 7% | -22% | 1%
Cc1ccc(NC(=S)NNC(=O)Cn2nc([N+](=O)[O-])cc2C)cc1 | -6% | 3% | -4% | i | -5% | 8 | -5% | 18% | 1%
CCOC(=O)CSc1cc(=O)n(CC)c2ccccc12 | -12% | 0% | 0% | i | 22% | 42 | 1% | -1% | 0%
Cc1ccc(NC(=S)NCc2ccc(S(N)(=O)=O)cc2)cc1Cl | ? | -2% | -20% | i | 0% | ? | -5% | -3% | -20%
CSCc1c(C(=O)OCC(=O)c2ccc[nH]2)oc2ccccc12 | 0% | -3% | -11% | i | 0% | 0 | -1% | -5% | -29%
CN(C)c1ccc(-c2ccnc3c2CC(C)(C(=O)NCc2cccc(Cl)c2)O3)cc1 (stereo unspecified) | -11% | ? | ? | i | . | ? | . | ? | -1%
CCOc1ccc(NC(=O)Cn2nnc3c(cnn3-c3ccc(F)cc3)c2=O)cc1 | 3% | 10% | . | i | 1% | 4 | -62%[inhibitor] | 5% | -2%
Cc1cc(NC(=O)CSc2ncnc3c2cnn3-c2ccccc2)no1 | 29% | 9% | -17% | i | -3% | 15 | -26% | 13% | 1%
COc1cccc(NC(=O)CSc2nnc(-c3cccc(OC(C)C)c3)n2N)c1 | 10% | -2% | 31%[activator] | i | 0% | -25 | -3% | -1% | -21%
CC(=O)N1c2ccc(S(=O)(=O)NCC3CCC(C(=O)NC4CCC(C)CC4)CC3)cc2CC1C (stereo unspecified) | -12% | -28% | -17% | i | ? | 31 | ? | -12% | -1%
COc1ccc(CCNC(=O)c2cnn3c(C(F)F)cc(C)nc23)cc1OC | 6% | 14% | 7% | i | -5% | -23 | -7% | 9% | -2%
COc1ccc(N=Nc2nc(-c3ccccc3)c(-c3ccccc3)[nH]2)cc1 | ? | -9% | -5% | ? | -5% | ? | -16% | -2% | ?
COCCN1C[C@@H](CO)O[C@@H](n2cnc3c(NCc4cc(OC)c(OC)c(OC)c4)ncnc32)C1 | 0% | 12% | 14% | i | . | 42 | . | ? | 16%
CC(C)(C)c1ccc(C(=O)NCCCNC(=O)c2cccnc2)cc1 | 13% | -16% | 37% | i | 5% | 20 | 10% | ? | -27%
Cc1cc(C(F)(F)F)n2[nH]c(=O)c(N=Nc3ccccc3)c2n1 | 0% | 0% | 4% | i | ? | 11 | -5% | -8% | 0%
COc1ccc(-n2nc(C(=O)NCC(=O)N3CCCCC3)c3ccccc3c2=O)c(OC)c1 | 10% | -2% | 17% | i | -12% | 10 | 0% | -3% | -5%
COc1ccc(CNC(=O)C/C(C)=N/NC(=O)COc2ccc(C)cc2Br)cc1 | 5.8µM* | 16µM* | -20% | i | ? | 57 | ? | 18µM* | ?
CCN(CC)S(=O)(=O)c1ccc(OCC2CCCCO2)c([N+](=O)[O-])c1 (stereo unspecified) | -4% | -6% | -12% | i | 17% | 12 | 0% | -6% | ?

From PubChem BioAssay
